Pemphigus Ab inh – human desmoglein-3 autoantibody binding inhibition; DSG3-coupled beads, scFv-anti-DSG3-GFP binding, flow cytometry; active compounds read low; binding (percent of control), % at 10 µM; AID 588358; P32926; 310,000 compounds, 0.48% hits;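 active means binding more than 3 SD below its plate's average and above zero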;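 further: hits lower antibody fragment binding to DSG3; some compounds called inactive have numbers as strong as hits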
RTF Ca sens inh – cardiac RTF calcium desensitization; IANBD-labeled cardiac RTF, Ca2+ fluorescence; AID 493244; inhibition, % at 7.15 µM; P19429+P45379; 340,000 compounds, 0.12% hits;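 active means inhibition above the mean inhibition of all tested compounds plus 3 SD, cut at about 17% in these data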;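 further: assay run at fixed EC70 calcium of 1.6 mM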
C-LANA FP – inhibitors of KSHV LANA C-terminal domain DNA binding | inhibition, % at 9 µM | AID 504423 | MBP-C-LANA/FAM-LBS DNA binding, fluorescence polarization | 340,000 compounds, 0.078% hits;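 active means highest replicate inhibition at or above 60% at 9 µM, even if other replicates fall short; inactive means all replicates below 60% inhibition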;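 further: 0% = neutral control wells and 100% = 4 µM acridine orange control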
Keap1 Nrf2 FP – disrupts human Keap1 binding to Nrf2 peptide; Q14145; Keap1 Kelch-Nrf2 peptide fluorescence polarization, 1536-well; inhibition, % at 9.4 µM; 340,000 compounds, 0.15% hits; AID 504523; in the data active means inhibition above about 12%;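 further: human Keap1 Kelch domain with fluorescein labeled Nrf2 9mer peptide probe; 0% = neutral control wells and 100% = peptide positive control; higher means more block of Keap1 binding to Nrf2 peptide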
Target sequence (Q14145 whole entry, looked up, the tested form may be a part): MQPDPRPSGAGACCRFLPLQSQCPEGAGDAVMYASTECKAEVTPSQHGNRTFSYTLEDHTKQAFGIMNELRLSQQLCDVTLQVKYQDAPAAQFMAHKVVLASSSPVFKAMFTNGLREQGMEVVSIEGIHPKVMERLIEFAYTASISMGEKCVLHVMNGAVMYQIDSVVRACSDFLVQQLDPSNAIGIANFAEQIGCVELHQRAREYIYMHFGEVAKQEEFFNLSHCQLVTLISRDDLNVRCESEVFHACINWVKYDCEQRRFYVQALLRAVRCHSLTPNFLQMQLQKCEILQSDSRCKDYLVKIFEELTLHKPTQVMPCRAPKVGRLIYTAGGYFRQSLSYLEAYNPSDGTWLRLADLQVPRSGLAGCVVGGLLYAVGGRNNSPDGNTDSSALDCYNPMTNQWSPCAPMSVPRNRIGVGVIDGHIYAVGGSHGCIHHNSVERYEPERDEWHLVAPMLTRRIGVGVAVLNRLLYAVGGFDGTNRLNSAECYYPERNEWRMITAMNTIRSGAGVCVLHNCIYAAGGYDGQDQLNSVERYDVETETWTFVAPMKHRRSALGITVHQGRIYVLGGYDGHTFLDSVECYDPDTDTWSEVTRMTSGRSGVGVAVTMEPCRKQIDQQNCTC
Arrestin-AP2 inh – blocks beta-arrestin peptide binding to AP2 adaptin | AID 504490 | 340,000 compounds, 0.31% hits | inhibition, % at 10 µM | FITC-arrestin peptide / GST-AP2 beads, flow cytometry; AP2 beta2 appendage carries R879A mutation;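 active means inhibition above a set limit, near 3 SD of compounds lacking own fluorescence, cut at about 54% in these data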;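 further: plate controls were DMSO wells for no effect and 5 µM unlabelled arrestin peptide for full effect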
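Test system: GST-tagged AP2 beta2-adaptin appendage (R879A) on 4 µm glutathione beads; also added: fluorescein-tagged arrestin peptide at 50 nM final; timing: 12 min plus 1 h, RT; signal: flow cytometry, FL1 (488/535 nm); read-out: percent drop in bead-associated FITC signal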
V-ATPase pH – regulators of yeast V-ATPase proton transport | 350,000 compounds, 0.37% hits | S. cerevisiae, pHLuorin cytosolic pH fluorescence | response, % at 10 µM; in the data active means response mostly above about 7.3%, no sharp cut-off; inactive means mostly below about 5.4%; further: actives read high; inactives centre near 0; some compounds called inactive have numbers as strong as hits
DAGLB inh – diacylglycerol lipase beta (human) inhibition. Q8NCG7. HEK293T DAGLB membrane lysate, EnzChek fluorogenic substrate. inhibition, % at 5.17 µM. 340,000 compounds, 0.059% hits; in the data active means inhibition above about 34%;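 further: 0% = enzyme with vehicle and 100% = wells lacking enzyme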
NSD2 inh – NSD2 (human) methyltransferase inhibition; O96028; NSD2 peptide methylation, AlphaScreen, 120 min; inhibition, % at 12.5 µM; 310,000 compounds, 0.54% hits; in the data active means inhibition above about 50%
CAL PDZ FP-1 – inhibitors of human CAL PDZ peptide binding. AID 504414. Q9HD26. inhibition, % at 20 µM. 330,000 compounds, 0.02% hits. purified CAL PDZ, TMR-peptide fluorescence polarization, 1 h;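 active means highest replicate inhibition of at least 40%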;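 further: plate controls were DMSO neutral control wells for no effect and unlabeled competitor peptide control wells for full effect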
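Control set: unlabelled peptide and DMSO controls / Material: purified CerCALP PDZ construct / Timing: 1 h incubation at room temperature before polarization reading / Doses: 20 µM, one dose / Detection: fluorescence polarization (mP)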
CAL PDZ FP-2 – inhibitors of human CAL PDZ peptide binding | 300,000 compounds, 0.92% hits | Q9HD26 | purified CAL PDZ, TMR-peptide fluorescence polarization, 1 h | AID 602252 | inhibition, % at 24.9 µM;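 active means mean inhibition of at least 30% with at least half of replicates also reaching 30%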;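 further: 0% = DMSO neutral control and 100% = excess unlabeled competitor peptide PRC23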
* marks the source's active call; other numbers are inactive results; . = no result given.

SMILES	Pemphigus Ab inh	RTF Ca sens inh	C-LANA FP	Keap1 Nrf2 FP	Arrestin-AP2 inh	V-ATPase pH	DAGLB inh	NSD2 inh	CAL PDZ FP-1	CAL PDZ FP-2
Cc1ccc(S(=O)(=O)Nc2cc(=O)[nH]c(SCC(=O)Nc3ccccc3Cl)n2)cc1	100	2	0.0	-3	-1	5	1	-2	-0.7	.
Nc1nc(-c2ccccc2)c(N=Nc2cccc3ccccc23)s1	98	-8	-4.8	1	8	0	61*	7	0.1	-13
C/C(=C\C(=S)Nc1ccccc1)Nc1ccc2ccccc2c1	103	4	0.1	1	2	5	2	1	-0.8	-1
Cc1ccc(S(=O)(=O)N2CCOCC2)cc1C(=O)Nc1ccc(C(N)=O)cc1	92	0	-1.1	-6	17	16*	0	-6	-4.5	-2
CCCCOC(=O)/C=C\C(=O)NC(N)=O	94	-1	-0.6	-3	37	1	0	0	-3.0	-1
COc1ccc(/C=C/C2=Nc3ccccc3NC(C)(C)C2)cc1OC	106	-7	-0.6	-3	19	-1	2	1	-1.4	.
CCOn1c(=O)c(-c2cccs2)[n+]([O-])c2ccccc21	131	0	6.0	1	-4	3	4	-4	-3.6	-3
Cn1c(Nc2cccc(Cl)c2)nc2ccccc21	75	-5	-1.7	-1	0	3	-8	0	0.3	15
O=C(NC1CCCC1)c1cc(-c2ccccc2O)on1	.	0	0.9	1	21	-3	0	7	-1.7	-2
CCOc1ccccc1C(=O)N1CCOCC1	100	-5	0.9	-6	8	0	-5	0	-1.0	-1
C=CCN=C1S/C(=C/c2ccc([N+](=O)[O-])cc2)C(=O)N1CC=C	94	-7	-0.1	-4	-3	-2	-2	1	2.2	-4
CN(Cc1ccc(F)cc1)C(=O)CNC(=O)C1CCCCC1	103	-13	-2.7	-5	-14	2	3	1	-2.0	-3
C=CCN(c1ccccc1)S(=O)(=O)c1cccc(C(=O)NCC(c2ccc(OC)cc2)N2CCCCC2)c1 (stereo not given)	105	-10	-0.5	-7	5	4	-1	0	-2.9	0
Cc1ccc(C(C)NC(=O)Cn2nc(C)c([N+](=O)[O-])c2C)cc1 (stereo not given)	119	-6	0.5	-1	10	2	-1	14	-2.1	-3
Cc1c(C#N)c(N)nc2c3c(sc12)NC(=O)CC3c1ccccc1 (stereo not given)	41	-14	0.5	-1	-5	-2	-1	65*	-5.1	-4
Nc1c(N(CCO)C(=O)/C=C/c2ccco2)c(=O)[nH]c(=O)n1Cc1ccccc1	95	-3	0.1	-8	10	5	2	3	-2.6	-1
C/C(=N\NC(=O)Cc1ccc(F)cc1)c1ccc(O)cc1	96	0	0.0	-2	23	0	0	3	-1.2	-3
Nc1ccc(C23CC4CC(CC(C4)C2)C3)cc1	86	7	1.5	-2	-3	0	0	5	-1.0	2
O=C(CNC(=O)c1ccc2ccccc2c1)NCc1ccccc1F	.	-7	1.4	3	-5	2	0	-8	-2.9	-3
COc1ccc(NS(=O)(=O)c2ccc(-n3cnnn3)cc2)cc1OC	.	-13	2.0	-2	32	-2	3	-4	-0.2	-5

Another view of 15 compounds above.
SMILES,Pemphigus Ab inh,RTF Ca sens inh,C-LANA FP,Keap1 Nrf2 FP,Arrestin-AP2 inh,V-ATPase pH,DAGLB inh,NSD2 inh,CAL PDZ FP-1,CAL PDZ FP-2
Cc1ccc(S(=O)(=O)Nc2cc(=O)[nH]c(SCC(=O)Nc3ccccc3Cl)n2)cc1,100,2,0.0,-3,-1,5,1,-2,-0.7,.
Nc1nc(-c2ccccc2)c(N=Nc2cccc3ccccc23)s1,98,-8,-4.8,1,8,0,61*,7,0.1,-13
C/C(=C\C(=S)Nc1ccccc1)Nc1ccc2ccccc2c1,103,4,0.1,1,2,5,2,1,-0.8,-1
Cc1ccc(S(=O)(=O)N2CCOCC2)cc1C(=O)Nc1ccc(C(N)=O)cc1,92,0,-1.1,-6,17,16*,0,-6,-4.5,-2
CCCCOC(=O)/C=C\C(=O)NC(N)=O,94,-1,-0.6,-3,37,1,0,0,-3.0,-1
COc1ccc(/C=C/C2=Nc3ccccc3NC(C)(C)C2)cc1OC,106,-7,-0.6,-3,19,-1,2,1,-1.4,.
CCOn1c(=O)c(-c2cccs2)[n+]([O-])c2ccccc21,131,0,6.0,1,-4,3,4,-4,-3.6,-3
Cn1c(Nc2cccc(Cl)c2)nc2ccccc21,75,-5,-1.7,-1,0,3,-8,0,0.3,15
O=C(NC1CCCC1)c1cc(-c2ccccc2O)on1,.,0,0.9,1,21,-3,0,7,-1.7,-2
CCOc1ccccc1C(=O)N1CCOCC1,100,-5,0.9,-6,8,0,-5,0,-1.0,-1
C=CCN=C1S/C(=C/c2ccc([N+](=O)[O-])cc2)C(=O)N1CC=C,94,-7,-0.1,-4,-3,-2,-2,1,2.2,-4
CN(Cc1ccc(F)cc1)C(=O)CNC(=O)C1CCCCC1,103,-13,-2.7,-5,-14,2,3,1,-2.0,-3
C=CCN(c1ccccc1)S(=O)(=O)c1cccc(C(=O)NCC(c2ccc(OC)cc2)N2CCCCC2)c1 (stereo not given),105,-10,-0.5,-7,5,4,-1,0,-2.9,0
Cc1ccc(C(C)NC(=O)Cn2nc(C)c([N+](=O)[O-])c2C)cc1 (stereo not given),119,-6,0.5,-1,10,2,-1,14,-2.1,-3
Cc1c(C#N)c(N)nc2c3c(sc12)NC(=O)CC3c1ccccc1 (stereo not given),41,-14,0.5,-1,-5,-2,-1,65*,-5.1,-4

(cont.)
SMILES	Pemphigus Ab inh	RTF Ca sens inh	C-LANA FP	Keap1 Nrf2 FP	Arrestin-AP2 inh	V-ATPase pH	DAGLB inh	NSD2 inh	CAL PDZ FP-1	CAL PDZ FP-2
Cc1ccc(-c2nnc(N3CCOCC3)c3ccccc23)cc1S(=O)(=O)NCc1cccnc1	96	1	-0.9	-2	-10	-1	1	-2	-1.6	.
CCc1ccccc1NC(=O)COC(=O)c1c(C)nsc1NC	95	2	-0.8	-2	4	1	0	-2	-0.6	-2
CCC(=O)Nc1ccc(/C(C)=N\NS(=O)(=O)c2ccc(C)cc2)cc1	.	-5	0.3	1	7	-15	2	0	-3.5	-2
Cc1c(C(=O)Nc2ccc(S(=O)(=O)N3CCOCC3)cc2)cccc1[N+](=O)[O-]	95	-1	0.3	-1	9	-1	-2	-1	-0.9	-8
O=C(O)CSc1nnc(-c2ccc(Cl)cc2Cl)n1-c1ccc(Br)cc1	101	-4	-3.7	-4	-3	2	4	1	-0.1	-9
NNC(=O)c1cc(-c2ccco2)[nH]n1	104	-5	2.6	-6	6	-2	-2	1	-2.8	-3
Cc1sc(NC(=O)c2ccco2)c(C(c2ccccc2)N2CCC(C)CC2)c1C (stereo not given)	99	8	-0.7	1	-5	-1	-12	-2	12	30
O=C(COc1ccc2ccccc2c1)N/N=C/C1CC=CCC1 (stereo not given)	112	-8	-0.9	-2	0	1	-2	2	-0.9	-2
CCN(CC)C(=O)Cn1cc(S(=O)(=O)CC(=O)NCc2ccc3c(c2)OCO3)c2ccccc21	109	-11	0.1	-2	2	2	-2	-2	-0.8	-2
Cc1cccc(C)c1NC(=O)NC1(C(=O)NCc2ccncc2)CCCCC1	116	-4	1.5	0	19	-2	-1	3	0.0	.
CC(C)c1ccccc1-n1c(SCC(=O)c2ccc3c(c2)NC(=O)CO3)nc2ccccc2c1=O	110	5	0.4	-1	29	-2	0	-4	-1.7	5
O=c1nc2n(c3ncccc13)CCC2	81	-3	-0.4	3	-2	-4	-1	-5	-2.4	-2
Brc1ccc2c(c1)C(c1cccnc1)=NNC(c1cccs1)=N2	111	-27	-0.1	-3	2	.	8	24	0.0	-1
C/C(Cl)=C\CSc1nnc2n(N)c(=O)c3ccccc3n12	103	-2	-1.5	1	2	-1	1	0	.	-5
CCN(CC)C(=O)c1sc2[nH]c(=S)n(-c3ccccc3)c(=O)c2c1C	97	-4	0.2	0	9	4	-2	-1	-2.2	-1
Cc1cc2c(c(C)c1CCO)C(=O)[C@H](C)C2	105	-7	0.2	-6	4	-2	-1	.	0.8	0
COCCN(CCOc1cc(C)cc(C)c1)Cc1ccc(Cl)cc1	97	-10	-2.4	1	6	2	-9	-3	0.8	-4
O=C(COC(=O)Cn1nnc2ccccc21)Nc1ccccc1Br	95	-12	1.2	3	-3	0	0	0	1.7	-1
COc1ccc(NC(=S)NCCN2CCC(C)CC2)cc1	107	-13	3.5	-2	47	2	6	-1	-5.3	-1
Cc1ccc(S(=O)(=O)N2CCC(C(=O)N3CCC[C@H]3C(=O)NC3CCS(=O)(=O)C3)CC2)cc1 (stereo not given in full)	104	-2	-2.1	-5	24	-2	2	-3	-1.5	-4
S=C(NCc1ccc(Cl)cc1)NC1CCCCC1	102	1	1.9	3	14	-1	0	.	-1.4	0
CC1=CC(C)(C)N(C(=O)CN2C(=O)c3ccccc3C2=O)c2ccccc21	125	3	0.7	-1	-1	2	-4	-2	-1.1	-5
Cc1ccc(NC(=O)CSc2nnc(-c3ccncc3)n2C)cc1S(=O)(=O)N1CCOCC1	102	2	0.0	5	23	17	-1	-2	-0.4	0
Cc1ccnc(Nc2nc(-c3ccc(Cl)cc3)cs2)c1	105	-7	2.4	1	0	-4	-5	-2	1.0	-1
COc1ccc(NS(=O)(=O)c2ccc(NC(=S)NC(=O)/C=C/c3ccc(C)cc3)cc2)nn1	97	-4	-1.4	-2	1	1	3	1	-0.4	-3
COc1cc(O)c(C(CCN2CCCC(C)C2)c2ccc(N(C)C)cc2)c(OC)c1 (stereo not given)	102	-6	0.3	0	-4	-1	0	.	0.1	-2
CC(C)c1nc(SCC(=O)c2c[nH]c3ccccc23)n[nH]1	91	-4	0.3	5	23	3	4	1	-5.8	-8
Cc1ccccc1OCC(=O)N1CCC2(CC1)CC(=O)c1ccccc1O2	103	-8	0.9	1	-2	-2	-1	0	-0.7	-3
Cc1ccccc1N1CCN(C2CCCN(C(=O)c3snnc3C)C2)CC1 (stereo not given)	112	-4	-0.5	-1	-12	1	1	10	-0.6	-4
c1ccc(C2c3c(ccc4ccccc34)Oc3ncn4nc(-c5ccco5)nc4c32)cc1 (stereo not given)	115	9	0.0	-3	7	1	-1	0	-2.5	-1
CCOC(=O)CNCCC(=O)c1ccc(Br)cc1	105	-6	0.1	-26	8	6	0	1	-1.0	2
CCCc1cc(=O)[nH]c(SCC(=O)N2CCN(S(=O)(=O)c3ccccc3)CC2)n1	98	-24	-2.2	4	-3	1	0	-3	-0.9	-1
O=C(Nc1ccc(CN2CCCCC2)cc1)c1ccc(Br)o1	104	-3	1.6	3	24	4	-4	2	-0.9	-1

Compound activity from PubChem.

Not all compounds are listed. The share of hits here may be higher or lower than overall.
